# RmlCD inh mix = RmlC/RmlD inhibition, mixture screen. RmlC/RmlD coupled enzyme inhibition, 384-well mixture HTS. inhibition, % at 5.5 µM. 0.39% of 110,000 active. AID 1532; in the data active = inhibition above about 30%, passing the limit was not always enough; inconclusive = no clear call, values can overlap the other calls; note: strong numbers were not always called active
# HIV RNase H inh = inhibitors of HIV-1 reverse transcriptase RNase H; RT-RNase H RNA/DNA duplex cleavage, fluorescence; P04585; 1.9% of 65,000 active; inhibition, % at 10 µM; AID 565; in the data active = inhibition above about 50%
# Active calls of the source: *; ? = inconclusive; . = not tested or not shown.
Molecule,RmlCD inh mix,HIV RNase H inh
COc1ccc(/C=N/NC(=O)C(=O)Nc2ccccn2)cc1OC,-6,.
O=C1C(=O)c2ccccc2-c2ccccc21,13,.
O=C(CNC(=O)C1CCCCC1)Nc1cc(Cl)cc(Cl)c1,-7,.
CON/C=C(\C=Nc1ccc(F)cc1)c1ncc(C(F)(F)F)cc1Cl,9,.
CN(C)CCOC(=O)Cc1ccc(Cl)cc1,-26,-8
Nc1nnc(SCc2cc3c(cc2Cl)OCO3)s1,-7,-77
Cc1ccc2[nH]c(=O)c(CN(CC3CCCO3)C(=O)c3ccco3)cc2c1 (configuration not stated),.,2
O=C(NCc1ccccc1)c1ccc(-c2ccccc2C(F)(F)F)o1,4,.
Cn1cnnc1SCC(=O)NC(=O)NC1CCCC1,22,-12
O=C(NCCCN1CCCC1=O)c1ccc2c(c1)ncn2C1CCCCC1,.,2
Cc1cccc(N2C(N)=C(C#N)C(C#N)(C#N)C2c2ccccc2)c1 (configuration not stated),-36,-13
O=C(NC1CCCCC1)N1CCC(n2cnc3ccccc32)CC1,-15,0
Fc1ccc(CNC(=S)Nc2ccc(Cl)cc2)cc1,5,.
CC(C)(C)N1C(=O)Cc2c1nc(N)c1c(N)nc(N3CCCCC3CO)c(C#N)c21 (configuration not stated),35*,-19
C/C(=C\C(=O)c1ccc(Br)cc1)N1CCCCC1,9,-19
CCOc1ccc2[nH]c(=O)c(CN(CC3COCCO3)C(=O)c3ccco3)cc2c1 (configuration not stated),-4,-8
C(=N\Nc1nc2ccccc2s1)/c1ccco1,-8,.
O=C(NC(C(=O)c1ccccc1)n1c(=O)cc[nH]c1=S)c1ccccc1 (configuration not stated),6,.
O=C1CC(C(=O)N2CCN(c3ccc(F)cc3)CC2)CN1CCc1ccccc1 (configuration not stated),-5,-9
Cc1cccc(NC(=S)NCc2cccs2)c1C,1,.
COc1ccc(C(=O)NCCSCc2ccco2)cc1OC,-3,-9
COCCNC(=O)c1c(N)n(CCC2=CCCCC2)c2nc3ccccc3nc12,5,-17
CC(=O)c1ccc(OCCCC(=O)N2CCN(S(=O)(=O)c3cccs3)CC2)cc1,6,-7
CC(=O)c1cc(F)c(N2CCN(c3ccc([N+](=O)[O-])cc3F)CC2)cc1C,6,.
O=C1c2ccccc2S(=O)(=O)N1Cc1nnc(-c2ccccc2Br)o1,-15,-73

# An excerpt from above in order of number of heavy atoms, descending.
Molecule,RmlCD inh mix,HIV RNase H inh
O=C1CC(C(=O)N2CCN(c3ccc(F)cc3)CC2)CN1CCc1ccccc1 (configuration not stated),-5,-9
Cc1ccc2[nH]c(=O)c(CN(CC3CCCO3)C(=O)c3ccco3)cc2c1 (configuration not stated),.,2
COc1ccc(/C=N/NC(=O)C(=O)Nc2ccccn2)cc1OC,-6,.
COc1ccc(C(=O)NCCSCc2ccco2)cc1OC,-3,-9
CN(C)CCOC(=O)Cc1ccc(Cl)cc1,-26,-8

# Later entries:
Molecule,RmlCD inh mix,HIV RNase H inh
CN(C)C(=O)c1nc(C#N)c(N(C)C)o1,-15,-7
CS(=O)(=O)N(CC(=O)N1CCOCC1)Cc1ccccc1,7,-9
COc1ccccc1N1CCN(c2cc(=O)n(-c3ccc(Br)cc3)c(=O)[nH]2)CC1,-3,1
C[C@]12CC[C@@H]3c4ccc(O)cc4CC[C@H]3[C@@H]1CC[C@@H]2OC(=O)CCC1CCCC1,2,.
CCOC(=O)c1csc(NC(=O)c2ccc(S(=O)(=O)N(C)C)cc2)n1,-8,-4
CCOc1cccc(-c2nn3c(-c4ccco4)nnc3s2)c1,1,-4
CCCSc1nc2c(c(=O)[nH]c(=O)n2C)n1Cc1ccc(C)cc1,19,5
Cc1cccc(NC(c2ccc(O)cc2)c2ccc3ccc(C)nc3c2O)n1 (configuration not stated),6,.
COC(=O)c1ccc(C(=O)OCCCc2nc3ccc(N)cc3[nH]2)cc1,8,.
O=C1CC(N2CCN(Cc3ccc4c(c3)OCO4)CC2)C(=O)N1c1ccccc1 (configuration not stated),12,1
CCCCOC(=O)c1cc(=O)[nH]c(=O)[nH]1,-6,.
Cc1c(-c2ccc(F)cc2)nc(N)c(C#N)c1-c1cccs1,-14,.
COc1ccc(NC(=O)CCNS(=O)(=O)c2ccc3c(c2)CCC(=O)N3)cc1,-16,.
CCN(CC)C(=O)N1c2ccccc2C=Cc2ccccc21,4,.
Cc1csc(SCC(=O)Nc2nc3ccccc3s2)n1,9,-16
CC(=O)Nc1ccc(Nc2nc(C)nc3c2oc2ccccc23)cc1,20,4
COC(=O)c1cc(-c2c(C)nn(-c3ccccc3)c2C)n[nH]1,-7,-7
COc1ccc(CN2CC(C(=O)NCCC3=CCCCC3)CC2=O)cc1 (configuration not stated),-3,-6
Cc1ccc(NC(=O)c2ccco2)c(NC(=O)c2cccs2)c1,5,-1
Cc1cc(C)c(C)c(Cn2c(CO)nc3ccccc32)c1C,-3,.
CCOC(=O)C1=C(C)C(c2ccccc2)NC(=S)N1 (configuration not stated),-15,.
CC(C)N(Cc1cc2ccccc2[nH]c1=O)C(=O)C(C)(C)C,-9,0
O=C(Cc1c(O)c2ccccc2[nH]c1=O)N(Cc1ccccc1)Cc1ccccc1,8,.
COc1ccc(CCNC(=O)CSc2nnc(CNC(=O)c3ccccc3F)o2)cc1OC,-5,3
CCCn1c(N2CCN(CC(=O)c3c[nH]c4ccccc34)CC2)nc2c1c(=O)[nH]c(=O)n2C,-6,-1
C=CCc1cccc2cc(C(=O)NC(C)(C)C)c(=O)oc12,-8,1
CCCCS(=O)(=O)NC1=NCN(CCOC(=O)c2ccccc2)CN1,-5,-3
CCOc1ccc(C2N(c3ccc(Cl)cc3)C(=O)C3CCCN32)cc1OC (configuration not stated),-13,-6
CCOC(=O)C1=C(C)N(CCCC(=O)O)C(=O)NC1c1cccc(OC)c1 (configuration not stated),0,.
Cc1ccc(C(=O)CC2(O)C(=O)N(CN3CCOCC3)c3ccccc32)cc1 (configuration not stated),4,-12
COc1ccc(CCc2nc(-c3ccc(-n4cccc4)cc3)no2)cc1,5,-15
CC(C)NC(=O)CSc1nc2ccccc2c(=O)n1CCCOC(C)C,10,-3
CCN(CC(=O)Nc1ccc2c(c1)OCCO2)C(=O)CC1CCCC1,6,.
COc1ccc(Nc2ncnc3c2oc2ccccc23)cc1,?,-34
COc1ccc(N2CCN(CCCN)CC2)cc1,7,-1
COc1ccc(N(C)S(=O)(=O)c2c(C)[nH]c(=O)[nH]c2=O)cc1,-20,-23
O=C(OCc1c(F)cccc1Cl)c1cnccn1,-27,-45
O=C(c1ccc(CS(=O)(=O)c2c(Cl)cccc2Cl)o1)N1CCN(c2ccccn2)CC1,2,-14
CCCNC(=O)c1onc(CSc2ccc(Cl)cc2)c1C(=O)NCCOC,-9,.
O=C(c1cc2c(s1)-c1ccccc1OC2)N1CCCC1,50,-36
COc1ccc(OC)c(C2Nc3nc4ccccc4n3C(C)=C2C(=O)Nc2ccc(C)cc2C)c1 (configuration not stated),0,.
COc1ccc(Cl)cc1-c1nc(-c2ccc(NC(=O)c3ccncc3)cc2)no1,.,-2
COc1ccc(OC)c(/C(O)=C/C(=O)C(=O)Nc2cc(C)cc(C)c2)c1,-11,.
COc1ccc2c(C)c(Cl)c(=O)oc2c1,18,-29
Cc1ccc2nc(-c3ccc(NC(=S)NCCC(C)C)cc3)sc2c1,130*,.
Cc1cc(NC(=O)c2cccc(S(=O)(=O)N3CC(c4ccccc4)CC3=O)c2)no1 (configuration not stated),-13,1
Cn1c(Cn2c(=O)sc3ccccc32)nnc1SCC(=O)NCc1ccccc1,-10,-13
O=C(NCC1CCCO1)C1CCCN1C(=O)NC1CCCCC1 (configuration not stated),1,1
Cc1cc(C)c2nc(SCCc3ccccc3)nc(C)c2c1,-23,.
O=C(NCCN1CCN(C(=O)C(c2ccccc2)c2ccccc2)CC1)C(=O)Nc1ccccc1,-20,.

# The list goes on.
Molecule,RmlCD inh mix,HIV RNase H inh
O=C(NC1CC1)C1=C[C@@H](C2CC2)C[C@@H](OCCCCO)O1,-10,.
CC(=O)c1c(C)[nH]c(C(=O)OCCCCN2C(=O)c3ccccc3C2=O)c1C,-9,-47
CN(C)CCCn1c(N)c(C#N)c2nc(C#N)c(C#N)nc21,-5,-7
CCc1ccc(C2CC(c3cccc(Cl)c3)n3nc(N)nc3N2)cc1 (configuration not stated),-3,-8
C/C(=C\C(=O)c1ccc(F)cc1)Nc1ccc(N2CCOCC2)cc1,14,14
Brc1c(CSc2nnc(-c3ccco3)o2)nc2ccccn12,5,-13
CCOC(=O)C1CCCN(C(=O)Cc2c(F)cccc2Cl)C1 (configuration not stated),-12,-6
COc1ccc(S(=O)(=O)N/N=C\c2ccc(OC)c(COc3ccc(C)cc3[N+](=O)[O-])c2)cc1,-10,.
COc1cccc(-n2ccnc2SCC(=O)Nc2ccccc2)c1,-9,-43
CCOC(=O)Cc1csc(NC(=O)c2csc(C)c2)n1,7,-11
CC(C)(C)NC(=O)C(c1ccncc1)N(C(=O)c1csnn1)c1ccccc1 (configuration not stated),3,.
O=P(O)(CCc1ccccc1)CN1CCCCC1,3,-2
COc1cccc(CN(C(=O)Cc2c[nH]c3ccccc23)C(C(=O)NC2CCCCC2)c2cccs2)c1 (configuration not stated),7,.
Cc1cccc2cc(CN(Cc3cccs3)C3(c4nnnn4C4CCCC4)CCCC3)c(=O)[nH]c12,-14,2
Cc1cc(=O)n(C)c(=O)n1CCCCCOc1cccc([N+](=O)[O-])c1,2,.
Cc1ccc(/C=N/NC(=O)c2c[nH]c3ccccc23)o1,-6,.
O=C1[C@@H]2[C@H](Cc3ccc(O)cc3)N[C@]3(C(=O)Nc4ccccc43)[C@@H]2C(=O)N1c1ccc(F)cc1,-2,4
CN(CC(=O)N1CCN(c2ccccc2)CC1)S(=O)(=O)c1cnc[nH]1,-8,-16
C=CCNC(=O)c1nn2cccnc2c1Cl,-5,0
CCCN1C(=O)CC(C(=O)OC)=C1C,4,.
CC(=O)N1N=C2C3CCN(CC3)C2C1c1ccccc1 (configuration not stated),6,.
CCOc1ccccc1CNC(=O)C1CCN(C(=O)c2sccc2-n2cccc2)CC1,-4,-3
CCOC(=O)N1CCN(Cc2nc(-c3ccccc3)no2)CC1,-9,1
O=C(Cn1c(NCCO)nc2ccccc21)c1ccc(Cl)cc1,24,1
COc1cccc(N(CC(=O)N2CCN(C)CC2)S(=O)(=O)c2ccc(C)cc2)c1,-50,15

# Complete entries from above. Order of screens: RmlCD inh mix | HIV RNase H inh
# Record of Fc1ccc(CNC(=S)Nc2ccc(Cl)cc2)cc1 → 5 | .
# Record of O=C(OCc1c(F)cccc1Cl)c1cnccn1 → -27 | -45
# Record of Cc1cccc(NC(c2ccc(O)cc2)c2ccc3ccc(C)nc3c2O)n1 (configuration not stated) → 6 | .
# Record of CN(C)CCOC(=O)Cc1ccc(Cl)cc1 → -26 | -8
# Record of COc1ccc2c(C)c(Cl)c(=O)oc2c1 → 18 | -29

# Carrying on.
Molecule,RmlCD inh mix,HIV RNase H inh
COc1cccc(C(=O)N(Cc2nc(-c3cccc(C)c3)no2)C(C)C)c1OC,-17,1
COc1ccc(NC(=O)CCN2CCN(S(=O)(=O)c3ccc(C(C)C)cc3)CC2)cc1,-1,.
Cc1nc(NC(=O)c2csc3ccccc23)sc1C,0,5
COc1ccc(-c2nnc(SCc3csc(N)n3)n2C)cc1,4,-2
O=C(NCCNS(=O)(=O)c1cccc(C(F)(F)F)c1)c1cc(OCC(F)(F)F)ccc1OCC(F)(F)F,-8,.
CCn1c(CNc2ccc(Cl)cc2)nnc1SCCN1CCCCC1,-1,.
CC(C)(C)C(=O)Nc1ccccc1C(=O)Nc1ccccn1,1,.
COc1ccc(NC(=O)C2CC(=O)N(C(C)C)C2)cc1 (configuration not stated),-14,-2
CCOc1ccccc1N1CCN(S(=O)(=O)c2ccc(Cl)s2)CC1,5,-2
O=C(COc1ccc2ccccc2c1)NCC(=O)N/N=C/c1ccco1,-4,.
CCCCOCC1CN(c2ccccc2)C(=O)CS1 (configuration not stated),55,3
CC(=O)Oc1ccc(N2C(=O)C3C(C2=O)C2(C)C=CC3(C)O2)cc1 (configuration not stated),-10,56*
O=C(NCCC1=CCCCC1)C(=O)NCc1ccccc1Cl,-13,.
Cc1cc(N2CCN(C(c3ccccc3)c3ccc(Cl)cc3)CC2)n2ncnc2n1 (configuration not stated),.,-17
O=C(CSc1nnc(-c2ccc(Br)cc2)o1)N1CCN(C(=O)c2ccco2)CC1,-14,-6
Cc1ccc(CNC(=O)c2cc3c(C)nc4ccccc4c3o2)cc1,-4,.
CCOC(=O)c1ccc(NC(=O)c2ccc(CO)c(C(=O)NC3CCN(C(=O)OCC)CC3)c2)cc1,5,.
CC(Nc1nc(-c2ccc(F)cc2)cs1)c1nc2cc(Cl)c(Cl)cc2n1CCCO (configuration not stated),7,.
COc1ccc(CCNC(=O)CN2C(=O)C3(OCCCO3)c3ccccc32)cc1OC,6,12
CCCCN(C)CCNC(=O)c1ccc2c(c1)NC(=O)C(N1CCCCC1)S2 (configuration not stated),-38,-3
COc1cccc(C2CC(C(F)(F)F)n3ncc(C(=O)Nc4c(C)n(C)n(-c5ccccc5)c4=O)c3N2)c1 (configuration not stated),3,.
COC(=O)c1cccc(NC(=O)CCSc2ccc(Cl)cc2)c1C,-5,.
O=C(CN1CCN(Cc2ccc(F)cc2Cl)C1=O)NCCCN1CCOCC1,-5,-4

# Some of the compounds tested, so the mix of outcomes need not match the whole.
